MrgX1 agonist – agonists of human MrgX1 receptor, primary screen, HEK293 cells, Fluo-4 calcium flux; Mas-related G-protein coupled receptor member X1 (Homo sapiens), Q96LB2; Fluo-4 calcium fluorescence, agonist mode; active compounds read high; B-score at 10 µM; 0.44% of 310,000 active; AID 588627, 2011;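 active = calcium response B-score plate-corrected fluorescence ratio at least 3 library SD, with starting fluorescence B-score inside 5 SD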
Target sequence (Q96LB2 whole entry, looked up): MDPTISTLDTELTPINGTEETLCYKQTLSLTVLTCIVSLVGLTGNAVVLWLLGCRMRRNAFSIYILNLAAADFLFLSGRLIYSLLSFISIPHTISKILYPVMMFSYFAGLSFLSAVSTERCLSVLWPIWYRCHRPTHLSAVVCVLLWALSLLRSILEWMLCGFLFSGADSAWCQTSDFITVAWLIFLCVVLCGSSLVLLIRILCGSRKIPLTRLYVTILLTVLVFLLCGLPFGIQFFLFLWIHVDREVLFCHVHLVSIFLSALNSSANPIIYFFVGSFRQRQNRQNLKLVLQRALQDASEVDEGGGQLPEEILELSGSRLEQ
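Material: HEK293 cells stably expressing human MrgX1 receptor | Quantity: 15,000 cells per well | Times: Cells plated overnight, dye loaded 0.5 h 37 °C, 0.5 h room temperature | Measured by: Kinetic Fluo-4 NW fluorescence of intracellular calcium | Control set: Positive and negative controls per plate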
SKKanGAS inh – S. pyogenes SKKanGAS growth inhibitors in kanamycin, primary screen, streptokinase expression inhibitor project, SKKanGAS strain, BacTiter-Glo luminescence; 6 h; inhibition, % at 7.5 µM; 1.3% of 300,000 active;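 active = mean replicate score, as percent of positive control median, at least 50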;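 note: strain carries kanamycin resistance gene driven by streptokinase promoter and grows in 40 µg/ml kanamycin; loss of luminescence reflects streptokinase promoter inhibition or plain growth inhibition; 0% = median of DMSO wells and 100% = positive control at its reference dose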
MrgX1 allo act – positive allosteric modulators of MrgX1, primary screen, HEK293 cells, Fluo-4 calcium flux. Mas-related G-protein coupled receptor member X1 (Homo sapiens), Q96LB2. FDSS; active compounds read high. B-score at 10 µM. 0.63% of 310,000 active. AID 588675, 2011;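 active = plate-corrected calcium response at least 3 library SD above typical, normal starting fluorescence, not activating the receptor alone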;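 note: compound read alongside a low EC10 to EC30 dose of BAM8-22 agonist; peak minus trough fluorescence over baseline measured at the second addition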
TRPC6 act – mouse TRPC6 channel activators, primary screen, cell-based, HEK293, membrane potential dye | Short transient receptor potential channel 6 (Mus musculus), Q61143 | HEK293-TRPC6 membrane potential dye fluorescence; active compounds read high | B-score at 10 µM | 0.13% of 310,000 active | AID 2550, 2010;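 active = B-score of the integrated fluorescence ratio above library mean plus 3 SD, and starting fluorescence ratio within library mean plus 5 SD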;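 note: higher score means more depolarization so channel activation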
MrgX1 antag – antagonists of human MrgX1 receptor, primary screen, HEK293 cells, Fluo-4 calcium flux | Mas-related G-protein coupled receptor member X1 (Homo sapiens), Q96LB2 | 1.3% of 310,000 active | BAM8-22 antagonism; active compounds read low | B-score at 10 µM;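 active = calcium-response B-score plate-corrected more than 3 library SD below zero, starting fluorescence within 5 deviations, no agonist response on first addition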;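 note: peak minus trough fluorescence over baseline after final BAM8-22 challenge near maximal dose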
TRPC4 block – inhibitors of mouse TRPC4 channel, primary screen, Fluo4 calcium, HEK293 TRPC4beta/mu-opioid cells; DAMGO-evoked Fluo4 calcium flux; active compounds read low; 0.39% of 300,000 active; Short transient receptor potential channel 4 (Mus musculus), Q9QUQ5; B-score at 10 µM; AID 2247, 2010;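 active = B-score over 3 SD under the library average, no early fluorescence shift, positive overall ratio signal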
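Assay system: HEK293 cells with stable TRPC4beta plus mu-opioid receptor expression. Dosing: single dose. Measured by: Fluo4 Ca2+ flux fluorescence. Also added: DAMGO in two steps, submaximal then maximal. Read-out: B score from integrated Fluo4 fluorescence ratio.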
Platelet DG rel – inhibitors of platelet dense granule secretion, primary screen, cell-based, MLPCN, human platelets | human platelet-rich plasma, SFLLRN dense granule ATP release, luminescence | inhibition, %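 (compounds screened at 7.5 µM in platelet-rich plasma)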 | 0.22% of 300,000 active | AID 1663, 2009;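 active = mean replicate score, as percent of positive control, at or above 50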
RGS4 inh – RGS4 inhibitors, primary screen, cell-based, HEK293 M3R inducible RGS4, calcium flux. Fluo-4 calcium flux; active compounds read high; triggered by carbachol at its EC20. B-score at 10 µM. 0.45% of 310,000 active. AID 463165, 2010;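 active = B-score, a plate-corrected calcium signal, over three deviations above library mean, with baseline fluorescence within five deviations of library mean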;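 note: RGS4 expression induced by doxycycline in cells with stable M3 receptor; B-score is computed from the integrated fluorescence ratio over baseline after carbachol; higher B-score means a larger calcium signal and so more RGS4 inhibition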
Target sequence (P49798 whole entry, looked up): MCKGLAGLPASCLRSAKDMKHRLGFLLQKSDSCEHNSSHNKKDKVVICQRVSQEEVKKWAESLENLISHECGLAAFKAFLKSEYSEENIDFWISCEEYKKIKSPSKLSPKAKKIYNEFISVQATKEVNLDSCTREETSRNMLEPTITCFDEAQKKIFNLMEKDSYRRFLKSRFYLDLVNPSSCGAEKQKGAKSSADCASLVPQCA
TRPC6 inh – mouse TRPC6 channel inhibitors, primary screen, cell-based, HEK293, membrane potential dye; Short transient receptor potential channel 6 (Mus musculus), Q61143; ACh-evoked depolarization; active compounds read low; B-score at 10 µM; 1.1% of 310,000 active;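 active = B-score under library mean minus 3 SD, initial fluorescence not abnormally high, positive integrated signal ratio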;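 note: B-score derived from integrated fluorescence ratio over the kinetic read; more negative B-score means stronger inhibition of depolarization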
RGS4 act – RGS4 potentiators or activators, primary screen, cell-based, HEK293 M3R inducible RGS4, calcium flux | AID 463111, 2010 | B-score at 10 µM | carbachol calcium flux Fluo4; active compounds read low | 0.92% of 310,000 active;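 active = B-score of the integrated calcium signal more than 4 SD below the library mean, with starting fluorescence not abnormally high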;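 note: negative B-score means reduced calcium response which marks RGS4 activation or potentiation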
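test system = HEK293 cells with stable M3R and inducible RGS4 | schedule = recording 10 s baseline at 1 Hz, 100 s post-agonist | technique = Fluo4-AM (2 µM) calcium-flux fluorescence, kinetic read | measure = Agonist-evoked peak-minus-minimum fluorescence over baseline, integrated ratio, B score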
HIF activator – HIF pathway transcriptional activators, primary screen, cell-based, U2OS HRE-luciferase, luminescence; 0.32% of 300,000 active; activation, % at 7.5 µM (by protocol); AID 1910, 2009; U2OS HRE-luciferase reporter; normalized: DMSO 0%, desferrioxamine 100%;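 active = mean activation of at least 10% of the iron chelator positive control signal, with at least half of replicates also reaching 10%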
* = called active by the depositor; i = inactive; x = not tested or not shown.

Order of results: MrgX1 agonist, RGS4 act, Platelet DG rel, TRPC4 block, RGS4 inh, TRPC6 act, TRPC6 inh, HIF activator, MrgX1 allo act, SKKanGAS inh, MrgX1 antag
Cc1noc2ncnc(SCc3ccc(C(F)(F)F)cc3)c12
 : i, i, 3.3, i, i, i, i, 0.1, i, 2.5, i
Cc1cc(C)n2cc(CSc3nncn3C)nc2n1
 : i, i, 2.1, i, i, i, i, -0.2, i, 2.1, i
Cc1nc2c(cnn2-c2ccccc2)c(=O)[nH]1
 : i, i, 0.0, i, i, i, i, 0.0, i, -3.8, i
COc1cc2c(cc1NC(=O)Cn1cnc3c1c(=O)n(C)c(=O)n3C)oc1ccccc12
 : x, i, -0.4, i, i, i, i, 0.0, x, -25.2, x
c1ccc(N2CCN(c3ncnc4sc5c(c34)CCC5)CC2)cc1
 : i, i, 0.9, i, i, i, i, 0.1, i, 21.1, i
O=C1CCN(S(=O)(=O)c2ccc(Cl)cc2)CCN1
 : i, i, -3.9, i, i, i, i, 0.0, i, -6.5, -4.64*
N#CCCn1cc(CNCc2ccccc2)c(-c2cccc([N+](=O)[O-])c2)n1
 : i, i, -4.6, -6*, i, i, i, -0.3, i, 2.9, i
O=C(c1cc2cc(Br)cc(Br)c2oc1=O)N1CCOCC1
 : i, i, 0.7, i, i, i, i, 0.7, i, 1.5, i
O=C(Nc1ccccc1)/C(=C/c1cccc(Br)c1)NC(=O)c1ccco1
 : i, i, 4.6, i, i, i, i, -0.4, i, 7.0, i
Cc1cc(OC2CCCCC2)nc(NCc2ccccc2)n1
 : i, i, 8.5, i, i, i, i, 0.0, i, 22.5, i
CCNc1nc(Sc2ccc(C)cc2)cc(C(F)(F)F)n1
 : i, i, 1.5, i, i, i, i, 0.5, 6.85*, 4.3, i
COC(=O)c1ccc(CN2C(=O)c3ccccc3C2=O)o1
 : i, i, -0.4, i, i, i, i, -2.3, i, -1.0, i
COc1cc([N+](=O)[O-])ccc1N/C=C/C(=O)c1cccs1
 : i, i, 21.1, i, i, i, i, -1.2, i, -1.3, i
Oc1ccc(N=Nc2nccs2)c(O)c1
 : i, i, 23.1, i, i, i, i, -0.9, i, 3.1, i
Cc1ccc(NC(=O)COc2cccc(/C=C3\SC(=S)N(CCC(=O)O)C3=O)c2)cc1Cl
 : i, i, -1.6, i, i, i, i, 0.5, i, 12.9, i
COc1ccc(NS(=O)(=O)c2ccc(-n3cnnn3)cc2)cc1OC
 : i, i, 3.0, i, i, i, i, -0.1, i, -2.3, i
COCCNC(=O)/C(C#N)=C/c1ccc(C(=O)O)cc1
 : i, i, -1.8, i, i, i, i, 0.4, i, 5.9, i
CCOC(=O)c1c(C)c(C(=O)N2CCCCCC2)c(C)n1C
 : i, i, -1.9, i, i, i, i, -0.7, i, 1.9, i
O=c1c2ccccc2ncn1Cc1nc2ccccc2s1
 : i, i, -2.6, i, i, i, i, 0.0, i, -2.6, i
CCCCn1c(C)cc(C)c(S(=O)(=O)c2ccccc2C)c1=O
 : i, i, -4.4, i, i, i, i, -0.3, i, 17.5, i
O=C(CC(Cc1ccccc1)C(=O)O)Nc1ccc(F)cc1 (configuration not stated)
 : i, i, -4.6, i, i, i, i, 0.0, i, 2.6, i
C/C(=N\NC(=O)Cc1ccccc1)c1cccnc1
 : i, i, 18.2, i, i, i, i, -0.1, i, 0.5, i
COc1ccc(S(=O)(=O)NCc2ccccn2)c(Cl)c1Cl
 : i, i, -7.1, i, i, i, i, -0.4, i, 0.5, i
COC(=O)CSc1ccc2c(N)c(C(=O)OC)sc2c1
 : i, i, -2.0, i, i, i, i, -0.5, i, -9.7, i
COc1ccc(C(=O)NC(=O)COC(=O)C2COc3ccccc3O2)cc1 (configuration not stated)
 : i, i, -3.3, i, i, i, i, -1.9, i, 12.8, i
CCc1ccc2[nH]c3nc(SCC(=O)NNC(=O)c4ccc(C(C)(C)C)cc4)nnc3c2c1
 : i, i, 1.1, i, i, i, i, -0.4, i, -3.6, i
CCC(O)c1cc2c(cc1NC(=O)c1cccs1)OCCO2 (configuration not stated)
 : i, i, -1.1, i, i, i, i, -0.1, i, -3.2, i
O=C(CCc1nnc2ccc(N3CCC4(CC3)OCCO4)nn12)NCc1ccccc1Cl
 : i, i, -3.5, i, i, i, i, 0.1, i, 1.1, i
Cc1ccc(C23CC4CC(CC(CN)(C4)C2)C3)cc1
 : x, i, 4.4, i, i, i, -7.52*, -0.2, x, 5.2, x
O=C(COC(=O)c1ccccc1C(=O)c1ccccc1)Nc1cccc([N+](=O)[O-])c1
 : i, i, -1.7, i, i, i, i, 0.0, i, 4.9, i
CCOC(=O)C1C(=O)C(C(=O)OCC)C(c2cccnc2)NC1c1cccnc1 (configuration not stated)
 : i, i, -12.0, i, i, i, i, -0.1, i, -0.7, i
Cn1cnnc1SCC(=O)NCCc1ccccc1
 : i, i, -1.2, i, i, i, i, -0.4, i, 6.0, i
O=C(CCSCCC(=O)Nc1c(F)c(F)c(F)c(F)c1F)Nc1c(F)c(F)c(F)c(F)c1F
 : i, i, -1.4, i, i, i, i, -1.0, i, -8.3, i
COC(=O)Nc1ccc(S(=O)(=O)NC2CCS(=O)(=O)C2)cc1 (configuration not stated)
 : i, i, -0.6, i, i, i, i, -0.1, i, -0.9, i
Cc1ccc(NC(=O)COC(=O)c2cc(Cl)ccc2[N+](=O)[O-])c(C)c1
 : i, i, -8.6, i, i, i, i, 0.1, i, 10.4, i
O=C(NCCSCc1ccco1)c1ccc(=O)[nH]c1
 : i, i, 4.4, i, i, i, i, -0.7, i, -1.9, i
Cc1c(NC(=O)c2cnn3c2NC(c2ccccc2)CC3C(F)(F)F)c(=O)n(-c2ccccc2)n1C (configuration not stated)
 : i, i, -1.1, i, i, i, i, -0.3, i, -2.8, i
Cc1ccc(S(=O)(=O)N(Cc2cccc(C)c2)C(=O)N2CCN(C)CC2)cc1
 : i, i, -0.8, i, i, i, i, 0.6, i, -3.4, i
Cc1ncc2c(c1OC(=O)c1ccc([N+](=O)[O-])cc1)COC(C)(C)OC2
 : i, i, 0.1, i, i, i, i, 0.0, i, -7.3, i
CCOC(=O)N1CCC2(CC1)C(C#N)=C(N)Oc1n[nH]c(CSc3ccc(C)cc3)c12
 : i, i, 0.6, i, i, i, i, 0.5, i, -0.5, i
Cc1ccc(S(=O)(=O)Nc2cc(C(=O)N3CCOCC3)ccc2N2CCCCC2)cc1
 : i, i, -1.4, i, i, i, i, -0.2, i, -3.5, i
CCOc1ccc(N(CC(=O)N2CCCCCC2)S(=O)(=O)c2ccc(F)cc2)cc1
 : i, i, -3.4, i, i, i, i, 0.1, i, 0.1, i
CS(=O)(=O)N1CCCC(C(=O)NCCN2CCC(Cc3ccccc3)CC2)C1 (configuration not stated)
 : i, i, -7.3, i, i, i, i, -0.2, i, 1.8, i
N#Cc1c(/N=C/c2ccco2)sc2c1CCC2
 : i, i, 0.9, i, i, i, i, 0.1, i, -4.7, i
COc1ccc(OC(C)C(=O)N2CCCc3ccccc32)cc1 (configuration not stated)
 : i, i, -1.3, i, i, i, i, 0.2, i, -0.2, i
CCn1c(SCC(=O)Nc2nc(C)cs2)nnc1C(C)NC(=O)c1ccccc1 (configuration not stated)
 : i, i, 4.7, i, i, i, i, 0.2, i, -1.4, i
O=C(ONc1ccc(N=NC(=O)c2ccccc2O)cc1)c1ccccc1
 : i, i, 2.3, i, i, i, i, 0.7, i, 6.9, i
CCN(CC(=O)Nc1c(F)cccc1F)C(=O)c1ccc(COc2ccccc2)cc1
 : i, i, -0.6, i, i, i, i, 0.9, i, 30.3, i
O=C(CCCCCBr)N1CCC(CC2CC(c3cccc(Br)c3)=NO2)(C(=O)NCC2CCCCC2)CC1 (configuration not stated)
 : i, i, -7.7, i, i, i, i, -6.9, i, 8.3, i
COc1ccc(-c2nc(NC(=O)c3nc4nccc(C)n4n3)sc2C)cc1
 : i, i, -8.3, i, i, i, i, -1.0, i, 0.1, i

Remaining list, next part:
Order of results: MrgX1 agonist, RGS4 act, Platelet DG rel, TRPC4 block, RGS4 inh, TRPC6 act, TRPC6 inh, HIF activator, MrgX1 allo act, SKKanGAS inh, MrgX1 antag
COC(=O)CC(c1ccc(F)cc1)n1c(C)ccc1C (configuration not stated)
 : i, i, -3.3, i, i, i, i, 0.6, i, 2.0, i
O=C(NCc1ccncc1)c1ccc(Oc2ccccc2)cc1
 : i, i, -1.6, i, i, i, i, 0.6, i, -3.7, i
CCOC(=O)c1[nH]c2ccc(C(=O)OC)cc2c1C(=O)OCC
 : i, i, -5.3, i, i, i, i, -0.7, i, -3.1, i
Cc1cc(NC(=O)CCCC(=O)Nc2ccc(F)cc2)no1
 : i, i, 0.2, i, i, i, i, 3.0, i, -2.6, i
COc1ccc(NC2c3ccccc3C(=O)N2c2ccccn2)cc1 (configuration not stated)
 : i, i, -0.5, i, i, i, i, 3.0, i, -3.6, i
Cc1cccc(C)c1N(CC(=O)N1CCN(c2ccccc2F)CC1)S(C)(=O)=O
 : i, i, -5.4, i, i, i, i, 0.4, i, -9.7, i
COc1cc2c(cc1OC)C(c1cc(C)ccc1C)CC(=O)N2 (configuration not stated)
 : i, i, -2.4, i, i, i, i, -1.7, i, -3.3, i
Cc1ccc2c(c1)-c1[nH]c(=S)ncc1CS2
 : i, i, 1.9, i, i, i, i, 0.2, i, 13.4, i
O=C(CCCC(=O)c1ccc(F)cc1)c1ccc(F)cc1
 : i, i, -2.6, i, i, i, i, -2.1, i, -10.0, i
COCCNC(=O)c1cc(-c2ccccc2OC)on1
 : i, i, 3.2, i, i, i, i, 4.0, i, -3.7, i
Cn1cccc1C(NC(=O)c1ccccc1)C(Cl)(Cl)Cl (configuration not stated)
 : i, i, 13.2, i, i, i, i, -1.6, i, 4.0, i

Screening data: PubChem BioAssay, several laboratories
